Screening results deposited in PubChem BioAssay by several laboratories.
NR2E3 ag-1 – human photoreceptor-specific nuclear receptor agonism. CHO-S Gal4-NCOR/VP16-NR2E3 two-hybrid, luciferase. inhibition of corepressor binding, % at 3.98 µM. 360,000 compounds, 0.35% hits. AID 602229;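 active means inhibition above the mean of all tested compounds plus 3 SD, cut at about 70% in these data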;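 further: 0% = DMSO with NR2E3 transfected cells and 100% = cells lacking NR2E3 construct; higher means lower luciferase signal from less NR2E3 corepressor binding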
Target sequence (Q9Y5X4 whole entry, looked up, the tested form may be a part): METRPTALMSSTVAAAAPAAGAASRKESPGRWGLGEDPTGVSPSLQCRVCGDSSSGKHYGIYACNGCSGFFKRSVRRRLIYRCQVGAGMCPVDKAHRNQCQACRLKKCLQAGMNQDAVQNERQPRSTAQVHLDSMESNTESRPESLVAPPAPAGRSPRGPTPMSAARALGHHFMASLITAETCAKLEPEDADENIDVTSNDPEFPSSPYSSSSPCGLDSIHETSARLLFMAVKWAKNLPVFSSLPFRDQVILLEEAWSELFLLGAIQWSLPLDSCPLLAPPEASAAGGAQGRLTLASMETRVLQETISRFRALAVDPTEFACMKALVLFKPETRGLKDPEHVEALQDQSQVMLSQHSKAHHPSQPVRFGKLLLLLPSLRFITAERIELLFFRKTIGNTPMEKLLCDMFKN
TWEAK Fn14 block – TWEAK-Fn14 signaling inhibition. 360,000 compounds, 2% hits. TWEAK-stimulated Fn14 reporter cells, luciferase luminescence, 8 h. inhibition, % at 10 µM; in the data active means inhibition above about 50%
aDG glyco up – increases alpha dystroglycan glycosylation | Pro5-aDG cells, alpha-DG glycosylation AlphaScreen (IIH6); 0% Pro5, 100% B10-LARGE cell signal | activation, % at 10 µM | 360,000 compounds, 0.22% hits;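 active means activation of at least 8% versus controls, or a plate z-score of at least 8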;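 further: Pro5 are CHO cells carrying HIG-tagged alpha-DG that lacks glycosylation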
Shn3 3UTR inh – reduces Shn3 3'UTR luciferase signal in osteoblasts; 360,000 compounds, 0.52% hits; Clone20 osteoblast Shn3 3'UTR firefly luciferase, 24 h; inhibition, % at 12.5 µM; AID 588674;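 active means mean inhibition of at least 75% with every replicate also reaching 75%; inconclusive means mean inhibition at least 75% but some replicate below; inactive means mean inhibition below 75%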;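 further: 0% = median of neutral control wells and 100% = pilot-screen positive control compound; some compounds past the cut are filed as inactive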
TRPM1 prom inh – MITF TRPM1 promoter inhibition in SK-MEL-5 cells. SK-MEL-5 TRPM1 promoter luciferase, 24 h. 330,000 compounds, 0.83% hits. inhibition, % at 12.5 µM;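 active means mean inhibition across replicates of 60% or more, whatever share of single replicates reaches that level; inconclusive means some that reach 60%, reason not given; inactive means mean inhibition across replicates below 60%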; further: values of inactives mirror those of a sister screen read the other way
NR2E3 ag-2 – agonists of human nuclear receptor NR2E3; Q9Y5X4; GST-NR2E3/biotin-RetCOR TR-FRET, 1536-well; inhibition of corepressor binding, % at 4.78 µM; 320,000 compounds, 0.12% hits; AID 2300;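 active means percent inhibition above the cutoff of mean plus 3 SD of all tested compounds, set per screening campaign, cut at about 20% in these data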;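 further: 0% = DMSO wells and 100% = biotin wells as full block of FRET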
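Material: NR2E3–RetCOR corepressor complex / Incubation: Compound–protein incubation for 5 h at 4 °C / Dosing: compound at 4.8 µM, single dose / Detection: time-resolved FRET / Benchmarks: high control biotin, low control 0.6% DMSO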
Peg3 prom inh – inhibitors of Peg3 promoter; HeLa PEG-Prom luciferase reporter, luminescence, overnight; inhibition, % at 20 µM; 360,000 compounds, 1.7% hits;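 active means inhibition of at least 50% at 20 µM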
CF NFkB inh – inhibitors of cystic fibrosis induced NF-kB | 360,000 compounds, 0.86% hits | KKLEB NF-kB-GFP reporter, PAF-induced, GFP fluorescence overnight | AID 588850 | inhibition, % at 5 µM;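 active means at least 50% inhibition at 5 µM, scaled per plate between neutral and stimulator controls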;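 further: PAF is a Pseudomonas aeruginosa culture filtrate used as stimulus; plate controls were PAF-stimulated DMSO wells for no effect and unstimulated DMSO wells for full effect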
hiPSC survival – hiPSC single-cell survival enhancement | ATPlite luminescence; 100% = ROCK inhibitor wells, 0% = DMSO | survival enhancement, % at 20 µM | 360,000 compounds, 0.044% hits | AID 602274; in the data active means survival enhancement above about 18%;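 further: cells exposed to compounds for 16 hours before the ATP read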
HIF-2a block – blocks HIF-2a reporter activity; 786-0 RCC cells HIF-2a reporter, luciferase luminescence, overnight; inhibition, % at 18.8 µM; 360,000 compounds, 0.72% hits;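 active means inhibition of the luminescence signal of 40% or more relative to plate controls, in a single-dose primary screen at 18.75 µM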
KKLEB tox – counter-screen for CF NF-kB inhibitors: cytotoxicity; KKLEB CF airway cells viability, ATPlite luminescence, overnight; stronger effect = lower value; cells stimulated with P. aeruginosa culture filtrate; activity change (cytotoxicity), % at 5 µM; 360,000 compounds, 0.36% hits; AID 602141;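 active means corrected activity change at or below -50% at 5 µM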
Starred values were filed as active, the others as inactive; ? = inconclusive; · = no result given; & = joins results of further samples.

SMILES	NR2E3 ag-1	TWEAK Fn14 block	aDG glyco up	Shn3 3UTR inh	TRPM1 prom inh	NR2E3 ag-2	Peg3 prom inh	CF NFkB inh	hiPSC survival	HIF-2a block	KKLEB tox
Brc1ccc2c(c1)C(c1cccnc1)=NNC(c1cccs1)=N2	-12.8	-10.2	-0.2	-17.7	0.6	1.1	0.8	9.1	3.9	-18.6	-1.2
COC(=O)c1cccc(C(=O)N2CCCC(CCC(=O)N(C)CCc3ccccn3)C2)c1 (stereo not drawn)	-18.5	1.9	-0.1	0.9	1.1	2.3	14.9	6.9	-0.4	8.7	-2.7
O=C(CCc1ccccc1)NNC(=O)c1ccc(F)cc1	5.0	11.2	0.2	-5.2	7.3	-2.6	14.2	8.8	-1.5	6.5	6.9
O=C(C[n+]1cccc(C(=O)N/N=C/c2ccc(Br)cc2)c1)c1ccccc1	-13.8	-5.8	-0.1	10.3	-4.6	1.8	-3.9	-22.7	-0.2	-13.4	9.3
COc1cccc(N(CC(=O)NCCSc2ccccc2)S(C)(=O)=O)c1	-3.4	-0.3	0.0	1.3	-2.7	0.0	13.0	17.4	-1.0	1.3	-1.1
O=C1NN=C2CCCCCCC12 (stereo not drawn)	2.2	-6.2	0.0	-9.9	·	·	-11.0	29.2	-1.9	-4.1	-19.4
O=C1C2Sc3[nH]c(=O)sc3C(c3cc([N+](=O)[O-])ccc3O)C2C(=O)N1c1ccccc1 (stereo not drawn)	-5.5	8.6	0.0	-6.8	4.5	-3.4	7.6	12.1	-0.6	12.5	5.5
CCCCOc1ccc(C(=O)NCC(=O)OC2CCOC2=O)cc1 (stereo not drawn)	-10.0	-16.2	-0.2	-4.9	-8.4	1.1	3.6	-19.5	-2.2	18.9	5.2
CCOC(=O)c1c(CN2CCOCC2)n(C)c2cc(Br)c(O)c(CN(C)C)c12	-44.6&5.6	26.1&12.3	0.2&-0.1	2.8&8.8	-3.7	0.2&-0.5	4.4&8.8	-16.9&-31.9	-0.9&-0.5	15.9&3.9	19.7&-5.8
O=S(=O)(Nc1ccccc1)c1ccc(NS(=O)(=O)c2cccs2)cc1	16.4	8.3	-0.2	-6.5	-0.4	-1.9	-0.4	-10.9	0.0	12.0	5.7
CN(Cc1ccccc1)C(=O)c1csc([C@H]2C[C@H](O)[C@@H](CO)O2)n1	-29.2	0.8	0.3	5.7	·	·	15.2	-2.2	-2.6	-2.4	-2.5
Fc1ccccc1C1c2[nH]c3ccccc3c2CCN1Cc1ccoc1 (stereo not drawn)	17.0	-12.2	0.1	12.7	21.0	0.9	2.0	0.3	-2.2	10.2	-9.8
Cn1c2c(c(=O)n(C)c1=O)C1c3ccccc3OCC1C(C)(C)O2 (stereo not drawn)	0.2	4.4	0.0	-0.5	-2.5	3.1	-10.0	7.1	1.8	5.5	-1.0
O=C(CCN1CCOCC1)c1ccc(Cl)cc1	20.6	-3.5	0.1	-5.8	3.2	0.0	-1.3	9.7	0.9	21.9	-5.1
Cc1ccc(-n2c(C)cc(C(=O)COC(=O)c3ccc[nH]c3=O)c2C)cc1	-169.5	-6.8	-0.2	-35.0	-46.8	-0.9	-224.1	4.0	-5.2	-60.7	-8.6
O=C(Nn1cnnc1)c1cccc(S(=O)(=O)N2CCOCC2)c1	-13.4	-6.3	-0.1	-15.2	8.8	1.2	21.9	-14.4	0.8	9.4	18.0
CN1CCN(C2Cc3ccc(F)cc3Sc3cc(F)c(Cl)cc32)CC1 (stereo not drawn)	16.7	-29.3	0.3	·	2.6	-0.1	107.0*	15.9	-0.8	0.0	-23.9
CCN(CC)C(=O)[C@H]1C[C@H](CC(=O)NCc2ccco2)C(=O)N2CCc3c([nH]c4ccc(Cl)cc34)[C@]12C	-5.6	22.6	0.1	-7.2	7.2	·	7.1	3.0	1.0	10.6	-13.2
CC1(C(=O)OCC(=O)N2c3ccccc3Sc3ccccc32)CC1(Cl)Cl (stereo not drawn)	-7.1	9.6	0.0	4.3	-4.2	-0.4	19.9	-3.4	1.5	5.7	4.4
OC(CNCc1ccc(Cl)c(Cl)c1)c1ccccc1 (stereo not drawn)	-3.3	-17.6	-0.1	-94.5	-0.1	0.7	-6.8	-0.3	0.8	-7.6	-16.2
Cc1ccc(NS(=O)(=O)c2cccc(C(=O)NCCCN3CCCC3=O)c2)cc1	-9.6	-2.4	0.1	-9.5	-2.1	2.0	10.4	-43.2	-0.1	8.8	16.7
O=C(CC(=O)NC1CCCCC1)N/N=C/c1ccc(Cl)cc1	-12.4	-4.9	0.1	-6.7	-7.1	1.4	-2.5	-6.1	-1.1	9.1	0.0
COc1ccc(C(CC(=O)c2ccccc2)S(=O)(=O)c2ccccc2)cc1 (stereo not drawn)	-32.3	20.1	0.0	-50.8	-63.1	1.9	-198.9	-3.5	-3.4	-193.7	-3.7
Cc1ccc2c(c1)c1ncnc(N3CCN(c4ccccc4)CC3)c1n2C	-0.9	1.6	0.4	-28.1	23.0	-0.6	4.8	-12.4	4.0	-27.9	1.4
Cc1c(C(=O)OC(C)C)sc(NC(=O)c2cccnc2)c1C#N	-20.4	6.7	-0.2	-16.0	-4.5	1.7	-109.8	16.2	-2.3	-130.9	-3.6
CCCc1[nH]nc2c1C(C1CCCCC1)C(C#N)=C(N)O2 (stereo not drawn)	12.1	54.7*	0.4	-59.7	2.9	3.5	38.2	11.0	-0.2	29.4	-7.7
CC(C)C(c1nnnn1C1CCCCC1)N1CCOCC1 (stereo not drawn)	22.3	-26.8	-0.1	-14.2	-12.6	-0.8	6.1	0.3	-2.2	16.0	-6.3
COc1ccc(CC(=O)OCN2C(=O)c3ccccc3C2=O)cc1OC	17.9	9.3	-0.4	6.6	-0.6	4.6	-10.6	5.8	-0.4	15.4	10.8
COCc1ccc(C(=O)N2CCCC(N3CCN(c4cccc(Cl)c4)CC3)C2)s1 (stereo not drawn)	5.4	6.6	0.2	-2.8	·	·	-2.9	-9.7	3.0	-28.3	18.0
CCOC(=O)c1cnc(-n2nc(C)cc2C)nc1NC1CCCC1	94.0*	-40.4	2.1	?	51.0	2.4	18.1	-14.9	0.5	10.1	-23.5
CC1(c2ccc3c(c2)OCO3)NC(=O)N(CC(=O)c2ccc[nH]2)C1=O (stereo not drawn)	-6.7	8.4	-0.3	-13.2	5.5	-0.7	17.5	-35.6	-0.4	28.0	19.0
C(=C(c1ccccc1)c1ccccc1)c1ccccn1	5.1	10.2	-0.1	-7.9	0.6	0.9	2.7	-2.8	0.4	-8.9	-0.6
CCN(c1ccc(OC)cc1)S(=O)(=O)N1CCCC(C(=O)NCc2cccc(C)c2)C1 (stereo not drawn)	4.1	5.2	-0.1	-1.6	8.3	3.5	2.3	-18.5	1.2	11.5	6.8
Cc1cnc(NC(=O)CSCc2c(C)noc2C)s1	-4.5	11.3	0.1	5.5	4.4	·	0.5	-6.6	1.3	7.1	-9.4
CCN1CCN(CC(=O)N2N=C(c3cccs3)CC2c2ccc(C)cc2)C(=O)C1=O (stereo not drawn)	-23.2	-9.9	-0.2	-14.4	10.4	8.3	-30.3	-4.9	0.2	-70.8	16.0
CC(C)c1ccc(NC(=O)CN2C(=O)NC3(CCCCCCC3)C2=O)cc1	-0.2	-9.6	0.1	-1.2	-18.6	·	-1.8	-29.5	2.1	6.5	8.6

Single values from the list.
aDG glyco up with CC1(c2ccc3c(c2)OCO3)NC(=O)N(CC(=O)c2ccc[nH]2)C1=O (stereo not drawn) → -0.3
aDG glyco up with CCCCOc1ccc(C(=O)NCC(=O)OC2CCOC2=O)cc1 (stereo not drawn) → -0.2

The list goes on:
SMILES	NR2E3 ag-1	TWEAK Fn14 block	aDG glyco up	Shn3 3UTR inh	TRPM1 prom inh	NR2E3 ag-2	Peg3 prom inh	CF NFkB inh	hiPSC survival	HIF-2a block	KKLEB tox
O=C(NCc1ccncc1)C12CC3CC(CC(Cl)(C3)C1)C2	0.0	25.6	0.0	5.1	7.2	2.5	-4.4	-5.0	-0.4	6.9	6.1
COc1ccc(N2CCN(C(=O)CSc3ncnc4c3cnn4-c3ccc(OC)cc3)CC2)cc1	5.3	-18.1	0.1	11.2	5.9	·	-1.9	-6.4	-0.2	11.2	10.0
O=C(Nc1cnccn1)Nc1ccc(Cl)cc1Cl	-7.5	-12.2	0.2	-35.0	-7.0	4.5	-45.4	-5.6	0.3	-84.1	8.6
Cc1ccc(NC(=O)COC(=O)c2ccc3c(c2)NC(=O)C2CCCN32)cc1 (stereo not drawn)	-4.4	-26.7	-0.1	-15.0	-5.1	2.0	7.9	-15.4	1.0	12.8	1.4
O=C(NC1CCCCC1)C(c1cccnc1)N(C(=O)c1csnn1)c1ccccc1 (stereo not drawn)	-14.7	10.9	0.1	5.0	5.5	1.7	16.4	-14.5	-0.5	9.6	5.8
Cc1cc(SCC(=O)OCC(=O)N2CCCC2=O)c(C)cc1Br	-6.5	-5.0	-0.1	-12.1	7.4	0.6	1.3	9.0	-0.4	14.8	-1.7
CCCN(CC(=O)Nc1ccccc1C)C(=O)c1ccc(-c2ccc([N+](=O)[O-])cc2)o1	-11.6	-4.0	0.4	-4.2	16.1	4.3	11.2	-18.2	-2.3	-7.2	8.0
CCOC(=O)C1CCN(Cc2coc3ccc(Cl)cc3c2=O)CC1	-9.2	-5.4	0.0	6.3	-2.7	6.2	3.2	0.9	-0.9	6.8	-3.9
Cc1ccc(NC2c3ncccc3C(=O)N2Cc2cccs2)cc1 (stereo not drawn)	-6.8	-1.7	0.2	3.9	-0.6	4.6	0.1	5.7	0.3	13.2	-9.7
CCc1c(C)nc(N)n2c(SCC(=O)N3CCCc4ccccc43)nnc12	-21.9	14.3	-0.3	8.9	-8.1	-0.1	3.2	3.3	5.9	1.2	14.6
C=CCSc1nnc(NC(=O)c2c(CC)noc2C)s1	-10.1	12.8	-0.2	1.1	10.5	2.2	6.8	-17.0	0.7	4.1	6.2
CC(C)n1cnc2c(Nc3ccc(C(=O)O)cc3)nc(Cl)nc21	-56.4	5.6	-0.2	-7.3	-15.0	-1.7	-16.4	5.2	1.1	-29.8	11.4
O=C(CSc1nc(-c2ccccc2)ns1)N1CCOCC1	-137.0	-12.4	-0.1	-53.5	-48.7	-6.8	-189.6	-3.3	0.5	-266.7	11.3
CCOc1cc2c(cc1O)C(=NOC)CC1C2CCC2(C)C(O)CCC12 (stereo not drawn)	-12.5	3.6	-0.2	20.4	32.9	·	-2.9	51.5*	-0.4	13.9	-16.9
CCN(CC)c1ccc2cc(C(N)=O)c(=O)oc2c1	-20.4	-20.7	-0.3	-13.3	-31.5	4.3	-117.3	10.5	-1.7	-113.2	5.2
